PGC1a acetyl inh – PGC1a acetylation modulation, inhibitor mode; U2OS PGC1a acetylation, AlphaScreen anti-acetyl-lysine; with virally co-expressed GCN5 acetyltransferase; inhibition, % at 15.6 µM; hit rate 0.17% among 350,000;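 active means every replicate shows inhibition of at least 40%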;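 further: 0% = neutral control wells and 100% = positive control wells; some results beyond the cut were filed as inactive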
PAX8 inh HTS – lowers PAX8-driven luciferase in RMG-I cells; RMG-I TPO-luciferase reporter, SteadyGlo, 24 h; inhibition, % at 12.6 µM; hit rate 1.2% among 360,000;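 active means mean replicate inhibition at least 60% with every replicate also reaching 60%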;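 further: luciferase light reporting Pax8 driven TPO promoter activity; plate controls were median of neutral control wells for no effect and mitoxantrone controls for full effect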
ERAP1 inh – blocks human ERAP1 aminopeptidase activity. Q9NZ08. recombinant ERAP1, Leu-AMC fluorescence, 60 min. inhibition, % at 10.7 µM. hit rate 0.15% among 340,000. AID 652197;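 active means mean replicate inhibition of at least 30%, or all replicates individually reaching that 30% level; inactive means mean below 30% and not every replicate reaching it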;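 further: 0% = neutral control wells and 100% = L-leucinethiol positive control wells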
Target sequence (Q9NZ08 whole entry, looked up): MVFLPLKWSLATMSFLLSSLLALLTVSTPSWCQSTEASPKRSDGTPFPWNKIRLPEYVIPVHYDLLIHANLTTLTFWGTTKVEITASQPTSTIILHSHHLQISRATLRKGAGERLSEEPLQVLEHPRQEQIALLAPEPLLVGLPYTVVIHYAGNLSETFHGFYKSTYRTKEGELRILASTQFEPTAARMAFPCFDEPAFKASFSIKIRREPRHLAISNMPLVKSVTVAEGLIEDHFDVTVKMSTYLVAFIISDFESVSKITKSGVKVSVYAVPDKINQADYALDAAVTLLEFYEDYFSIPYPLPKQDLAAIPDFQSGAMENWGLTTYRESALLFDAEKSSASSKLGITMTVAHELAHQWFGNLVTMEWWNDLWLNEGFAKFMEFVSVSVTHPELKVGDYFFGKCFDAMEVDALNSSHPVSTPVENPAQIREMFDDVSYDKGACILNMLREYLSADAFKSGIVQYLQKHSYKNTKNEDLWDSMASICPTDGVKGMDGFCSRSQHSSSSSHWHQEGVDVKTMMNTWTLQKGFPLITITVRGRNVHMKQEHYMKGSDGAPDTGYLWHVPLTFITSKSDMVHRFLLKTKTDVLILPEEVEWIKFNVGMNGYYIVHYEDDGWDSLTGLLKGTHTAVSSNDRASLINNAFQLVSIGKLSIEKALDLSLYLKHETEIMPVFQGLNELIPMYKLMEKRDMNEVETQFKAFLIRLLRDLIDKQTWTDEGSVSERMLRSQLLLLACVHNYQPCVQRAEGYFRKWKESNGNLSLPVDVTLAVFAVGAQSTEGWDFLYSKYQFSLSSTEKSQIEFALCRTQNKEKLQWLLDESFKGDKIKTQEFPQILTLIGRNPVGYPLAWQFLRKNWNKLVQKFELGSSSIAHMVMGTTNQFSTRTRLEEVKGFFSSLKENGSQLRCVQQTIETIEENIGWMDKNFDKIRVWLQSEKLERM
EWS-Fli inh – inhibitors of EWS/Fli oncoprotein transcriptional activity | A673 NR0B1-luciferase reporter, viability-normalised | inhibition, % at 12.6 µM | hit rate 0.67% among 350,000 | AID 651661;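 active means mean inhibition of at least 50% after viability correction, with every replicate also passing that limit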;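 further: firefly luciferase signal divided by Alamar Blue viability fluorescence both relative to DMSO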
FN deposition inh – fibronectin deposition inhibition; AH1F fibroblasts, Alexa488-fibronectin deposition fluorescence, overnight; inhibition, % at 12.6 µM; AID 743247; hit rate 0.086% among 350,000;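 active means mean inhibition across replicates of 30% or more, regardless of how many single replicates reach that level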;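 further: positive control wells lacked labelled fibronectin entirely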
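Assay system: AH1F fibroblast monolayer, labelled fibronectin deposition. Amount: 10000 cells per well. Also added: labelled fibronectin 24 nM. Compound: single-point pinned compound. Incubation: cell attachment 1 h, compound and FN exposure overnight. Detection: fluorescence after three HBSS washes, excitation 485 nm, emission 525 nm. Read-out: inhibition of fibronectin deposition signal.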
S100A4 inh HTS – blocks human S100A4 binding to myosin IIA peptide; S100A4/TAMRA-MyoIIA peptide fluorescence polarization; hit rate 0.14% among 360,000; inhibition, % at 10.7 µM; P26447;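 active means mean inhibition of at least 70% across replicates, with every replicate also reaching that level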
Target sequence (P26447 whole entry, looked up): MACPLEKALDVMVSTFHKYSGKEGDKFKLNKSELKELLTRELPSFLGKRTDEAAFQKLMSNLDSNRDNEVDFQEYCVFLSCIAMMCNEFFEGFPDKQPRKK
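incubation = readout 5 min after mixing, signal stable up to 60 min | system = S100A4 monomer protein | buffer or medium = HEPES pH 7.2 with CaCl2, KCl, NaCl, DTT, Triton | benchmarks = neutral control DMSO, positive control TFP | also added = fluorescent myosin IIA peptide, 5 nM | compound dosing = one concentration per compound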
LGR2 antag – Drosophila LGR2 receptor signaling inhibition. inhibition, % at 9.99 µM. hit rate 0.35% among 380,000. HEK293 LGR2, CRE-luciferase, bursicon-stimulated, 4 h. AID 720647;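 active means drop in luminescence signal, shown as inhibition above about 50% in the replicate tests, limit read from the data, passing the limit was not always enough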;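 further: agonist challenge used bursicon conditioned medium at about half maximal strength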
PglD inh – inhibitors of Campylobacter jejuni PglD acetyltransferase. purified PglD enzyme, DTNB colorimetric CoA detection. inhibition, % at 12.5 µM. hit rate 0.098% among 360,000. AID 602405; in the data active means inhibition above about 16%, passing the limit was not always enough; further: strong numbers were not always called active
The depositor's hits bear a star.

For O=c1c2c([nH]n1-c1ccccc1)CCCC2 the results were PGC1a acetyl inh 6, PAX8 inh HTS -2, ERAP1 inh -4, EWS-Fli inh 4, FN deposition inh -3 and S100A4 inh HTS 2.
C[C@@H]1CN([C@@H](C)CO)S(=O)(=O)c2ccc(-c3ccncc3)cc2O[C@@H]1CN(C)C(=O)Nc1ccc(C(F)(F)F)cc1 was read as PGC1a acetyl inh 16, ERAP1 inh 1, EWS-Fli inh 12, FN deposition inh 7, S100A4 inh HTS 4, LGR2 antag 2 and PglD inh 0.
O=C(NNc1cccc(Cl)n1)C(F)(F)F was read as PGC1a acetyl inh 5, PAX8 inh HTS -12, ERAP1 inh -2, EWS-Fli inh 1, FN deposition inh -4, S100A4 inh HTS -1 and LGR2 antag -6.
For C=CCOc1ccc(Br)cc1CNC(C)(C)CO the results were PAX8 inh HTS -1, ERAP1 inh -1, EWS-Fli inh 15, FN deposition inh -2 and S100A4 inh HTS -2.
Cc1ccc(Sc2ccc(S(=O)(=O)Nc3ccc(C(=O)O)cc3)cc2)cc1C was read as PGC1a acetyl inh 7, PAX8 inh HTS 6, ERAP1 inh 15, EWS-Fli inh -3, FN deposition inh 13, S100A4 inh HTS 2, LGR2 antag -27 and PglD inh -1.
For Nc1nc(SCC(=O)c2ccc(Br)s2)n[nH]1 the results were PGC1a acetyl inh -2, PAX8 inh HTS -12, ERAP1 inh 2, EWS-Fli inh 7, FN deposition inh -5, S100A4 inh HTS -4 and LGR2 antag 10.
Screening COc1ccccc1NC(=O)CSc1nncn1N returned PGC1a acetyl inh -21, PAX8 inh HTS 15, ERAP1 inh -1, EWS-Fli inh -4, FN deposition inh 0, S100A4 inh HTS -5, LGR2 antag 10 and PglD inh -3.
COCC(=O)N1C[C@@H]2[C@H](c3ccccc31)[C@@H](CO)N2C(=O)C1CCCC1 was read as PGC1a acetyl inh 0, PAX8 inh HTS -8, ERAP1 inh -2, EWS-Fli inh -8, S100A4 inh HTS 11, LGR2 antag 0 and PglD inh 6.
`CN1CCN(c2nc(-c3ccco3)cc(C(F)(F)F)n2)CC1` gave PGC1a acetyl inh 10, ERAP1 inh -1, EWS-Fli inh -6, S100A4 inh HTS 1 and PglD inh 2.
`Cc1noc(C)c1C(=O)Nc1nc2ccc(Cl)cc2s1` gave PGC1a acetyl inh 7, ERAP1 inh -5, EWS-Fli inh -62, FN deposition inh -2, S100A4 inh HTS 14, LGR2 antag -30 and PglD inh 1.
`C[C@@H]1CN([C@H](C)CO)C(=O)c2cc(NC(=O)Nc3ccccc3)ccc2O[C@@H]1CN(C)Cc1ccccc1` gave PGC1a acetyl inh -2, PAX8 inh HTS 0, ERAP1 inh 0, EWS-Fli inh 2, FN deposition inh -7, S100A4 inh HTS 8, LGR2 antag 6 and PglD inh 1.
`C[C@@H]1CN([C@@H](C)CO)C(=O)Cc2cc(NC(=O)Cc3cn(C)c4ccccc34)ccc2O[C@H]1CN(C)C(=O)Nc1ccc2c(c1)OCO2` gave PGC1a acetyl inh -3, PAX8 inh HTS -9, ERAP1 inh -2, EWS-Fli inh -1, S100A4 inh HTS -5, LGR2 antag -18 and PglD inh 2.
`O=C(CCc1ccccc1)NNc1cc(N2CCCCC2)nc(N2CCCCC2)n1` gave PGC1a acetyl inh -4, PAX8 inh HTS 10, ERAP1 inh 2, EWS-Fli inh 6, S100A4 inh HTS -4, LGR2 antag 22 and PglD inh 2.
Screening CCC(=O)N1CC2(C1)[C@H](c1ccccc1)[C@H](CO)N2S(=O)(=O)Cc1ccccc1 returned PGC1a acetyl inh 2, PAX8 inh HTS -1, ERAP1 inh 1, EWS-Fli inh -4, S100A4 inh HTS -14 and LGR2 antag -11.
For O=C(NCc1ccccn1)C(=O)NCC(c1ccco1)N1CCN(c2ccc(F)cc2)CC1 (centres undefined) the results were PGC1a acetyl inh 12, PAX8 inh HTS 27, ERAP1 inh 0, EWS-Fli inh -6, FN deposition inh -5, S100A4 inh HTS 2 and LGR2 antag -5.
`COc1ccc(C(=O)NNC(=O)C(C)NC(=O)c2ccccc2NC(=O)c2ccco2)cc1` (centres undefined) gave PAX8 inh HTS 3, ERAP1 inh 3, EWS-Fli inh -1, FN deposition inh -9, S100A4 inh HTS 4 and LGR2 antag 8.
`CCNC(=O)C[C@H]1CC[C@H]2[C@H](COc3ccc(NC(=O)Nc4c(C)noc4C)cc3C(=O)N2C)O1` gave PGC1a acetyl inh 0, PAX8 inh HTS -14, ERAP1 inh -3, EWS-Fli inh -5, FN deposition inh -2, S100A4 inh HTS -7, LGR2 antag -11 and PglD inh -5.
`CC(=O)Nc1ccc2c3c(ccc([N+](=O)[O-])c13)CC2` gave PAX8 inh HTS -1, ERAP1 inh 5, EWS-Fli inh -4, FN deposition inh 11, S100A4 inh HTS -1, LGR2 antag -3 and PglD inh 8.
Screening CC(=O)Nc1ccc(S(=O)(=O)N2CCC(n3cnc4cc(F)ccc43)CC2)cc1 returned PGC1a acetyl inh 7, PAX8 inh HTS 16, FN deposition inh -8 and PglD inh -7.
`COc1ccc(NS(=O)(=O)c2cc(NC(=O)/C=C/c3cccs3)ccc2N2CCOCC2)cc1` gave PAX8 inh HTS 30, ERAP1 inh 9, EWS-Fli inh -2, FN deposition inh 17, S100A4 inh HTS -8 and LGR2 antag 15.
`COc1ccc(CCNC(=O)c2ccc(CNc3nc(=S)[nH]c4ccccc34)cc2)cc1OC` gave PAX8 inh HTS 1, ERAP1 inh 2, EWS-Fli inh 2, FN deposition inh 4, S100A4 inh HTS -6 and LGR2 antag -18.
`COc1ccccc1S(=O)(=O)N[C@@H]1C=C[C@@H](CC(=O)NCc2cccc(F)c2)O[C@H]1CO` gave PGC1a acetyl inh 1, PAX8 inh HTS -1, ERAP1 inh 2, EWS-Fli inh 7, FN deposition inh -8, S100A4 inh HTS -6, LGR2 antag 25 and PglD inh -1.
For CCN(CC)CCN1C(=O)C(O)=C(C(=O)c2cccs2)C1c1ccc(C)o1 (centres undefined) the results were PGC1a acetyl inh 0, PAX8 inh HTS -26, FN deposition inh 1 and PglD inh 2.
Screening O=C(Cc1ccc(S(=O)(=O)N2CCOCC2)s1)Nc1cc(Cl)ccc1Cl returned PGC1a acetyl inh 10, PAX8 inh HTS 19, ERAP1 inh 0, EWS-Fli inh 21, FN deposition inh -1, S100A4 inh HTS -2, LGR2 antag -11 and PglD inh -3.
For O=C(COC(=O)c1cc(-c2cccnc2)nc2ccccc12)Nc1ccc(F)cc1F the results were PGC1a acetyl inh -6, PAX8 inh HTS 27, ERAP1 inh -2, EWS-Fli inh 4, FN deposition inh 2, S100A4 inh HTS 0, LGR2 antag 27 and PglD inh -3.
Screening O=C(/C=C/c1ccc(F)cc1)NCCCn1ccnc1 returned PGC1a acetyl inh 3, PAX8 inh HTS -16, ERAP1 inh -1, EWS-Fli inh 1, FN deposition inh 4, S100A4 inh HTS 1, LGR2 antag -18 and PglD inh -6.
Screening C[C@@H]1CN([C@H](C)CO)C(=O)c2cccc(NC(=O)C3CCOCC3)c2O[C@@H]1CN(C)Cc1ccc(-c2ccccc2)cc1 returned PGC1a acetyl inh 9, PAX8 inh HTS 15, ERAP1 inh -2, EWS-Fli inh -12, S100A4 inh HTS -9, LGR2 antag 11 and PglD inh 1.
For CN(C)c1ccc2c(c1)[C@H]1C[C@@H](CC(=O)NCc3ccncc3)O[C@@H](CO)[C@H]1O2 the results were PGC1a acetyl inh 5, PAX8 inh HTS -9, ERAP1 inh 3, EWS-Fli inh -6, FN deposition inh -9, S100A4 inh HTS -12, LGR2 antag -4 and PglD inh -3.
COc1cccc(N(C(=O)CNC(=O)c2ccco2)C(C(=O)NC2CCCCC2)c2cccnc2)c1 (centres undefined) was read as PGC1a acetyl inh -16, PAX8 inh HTS 8, ERAP1 inh 1, EWS-Fli inh 6, FN deposition inh -4, S100A4 inh HTS -1, LGR2 antag 4 and PglD inh -2.
`CCOC(=O)Cc1csc(NS(=O)(=O)c2ccc(Br)cc2)n1` gave PGC1a acetyl inh 3, PAX8 inh HTS 26, ERAP1 inh 1, EWS-Fli inh 9, FN deposition inh 2, S100A4 inh HTS 5 and LGR2 antag 27.
Screening CN1C(=O)c2cc(NC(=O)c3cnccn3)ccc2OC[C@H]2O[C@H](CC(=O)NCC3CCCCC3)CC[C@H]21 returned PAX8 inh HTS 8, EWS-Fli inh 0, FN deposition inh -10 and LGR2 antag 21.
For Cc1ccccc1OCC(=O)NC(=S)Nc1cccc2cc(O)ccc12 the results were PGC1a acetyl inh -4, PAX8 inh HTS 5, ERAP1 inh 3, S100A4 inh HTS -1, LGR2 antag 16 and PglD inh -1.
Screening CCCN(C)C[C@H]1Oc2ncc(-c3cccc(C(=O)N(C)C)c3)cc2C(=O)N([C@H](C)CO)C[C@H]1C returned PGC1a acetyl inh -2, ERAP1 inh 3, EWS-Fli inh -12, FN deposition inh -4, S100A4 inh HTS 1, LGR2 antag 3 and PglD inh 1.
Screening COc1ccc(CCNCC(=O)Nc2ccc(C)c(S(=O)(=O)N(C)C)c2)cc1OC returned PGC1a acetyl inh -7, PAX8 inh HTS 18, ERAP1 inh 0, EWS-Fli inh 6, FN deposition inh -18, S100A4 inh HTS -20, LGR2 antag -2 and PglD inh 6.
`COc1cc(Cl)c(C)cc1NC(=O)Cc1ccc(OC)c(OC)c1` gave PGC1a acetyl inh 10, PAX8 inh HTS 21, ERAP1 inh -1, EWS-Fli inh 15, FN deposition inh 23, S100A4 inh HTS -2, LGR2 antag -3 and PglD inh -5.
For CC(=O)N(C)C[C@H]1Oc2cc(C#CC3CC3)ccc2S(=O)(=O)N([C@@H](C)CO)C[C@@H]1C the results were PGC1a acetyl inh -27, EWS-Fli inh -6, FN deposition inh 6 and LGR2 antag -8.

Structural class: the entries above with a Cl atom.
O=C(NNc1cccc(Cl)n1)C(F)(F)F was read as PGC1a acetyl inh 5, PAX8 inh HTS -12, ERAP1 inh -2, EWS-Fli inh 1, FN deposition inh -4, S100A4 inh HTS -1 and LGR2 antag -6.
`Cc1noc(C)c1C(=O)Nc1nc2ccc(Cl)cc2s1` gave PGC1a acetyl inh 7, ERAP1 inh -5, EWS-Fli inh -62, FN deposition inh -2, S100A4 inh HTS 14, LGR2 antag -30 and PglD inh 1.
Screening O=C(Cc1ccc(S(=O)(=O)N2CCOCC2)s1)Nc1cc(Cl)ccc1Cl returned PGC1a acetyl inh 10, PAX8 inh HTS 19, ERAP1 inh 0, EWS-Fli inh 21, FN deposition inh -1, S100A4 inh HTS -2, LGR2 antag -11 and PglD inh -3.
`COc1cc(Cl)c(C)cc1NC(=O)Cc1ccc(OC)c(OC)c1` gave PGC1a acetyl inh 10, PAX8 inh HTS 21, ERAP1 inh -1, EWS-Fli inh 15, FN deposition inh 23, S100A4 inh HTS -2, LGR2 antag -3 and PglD inh -5.

Bioassay records (PubChem)
